ATG4B inh – ATG4B protease inhibitors, primary screen, biochemical, fluorescence, uHTS | ATG4B cleavage of LC3-PLA2, NBD-HPC fluorescence, 1 h | inhibition, % at 8.33 µM | 340,000 compounds, 0.51% hits; in the data active = inhibition above about 40%
Target sequence (Q9Y4P1 whole entry, looked up): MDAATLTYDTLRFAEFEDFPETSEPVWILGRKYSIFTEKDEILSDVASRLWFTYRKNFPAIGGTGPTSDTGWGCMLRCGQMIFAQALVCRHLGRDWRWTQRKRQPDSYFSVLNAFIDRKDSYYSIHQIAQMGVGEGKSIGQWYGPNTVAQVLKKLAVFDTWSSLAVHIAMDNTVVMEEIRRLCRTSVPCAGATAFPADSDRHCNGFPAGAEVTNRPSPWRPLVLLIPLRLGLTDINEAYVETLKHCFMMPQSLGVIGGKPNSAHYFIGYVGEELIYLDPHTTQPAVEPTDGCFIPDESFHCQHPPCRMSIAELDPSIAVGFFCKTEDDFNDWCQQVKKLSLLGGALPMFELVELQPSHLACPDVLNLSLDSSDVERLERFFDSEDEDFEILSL
SENP8 block – human SENP8 protease inhibitors, primary screen, biochemical, fluorescence, Nedd8 protein substrate, uHTS. recombinant SENP8. inhibition, % at 20 µM. Sentrin-specific protease 8 (Homo sapiens), Q96LD8. 360,000 compounds, 0.64% hits; in the data active = inhibition mostly above about 40%, no sharp cut-off; inactive = mostly below about 27%
PfGluPho inh – PfG6PD enzyme inhibitors, primary screen, biochemical, fluorescence intensity, uHTS; inhibition, % at 20 µM; glucose-6-phosphate dehydrogenase-6-phosphogluconolactonase (Plasmodium falciparum 3D7); 350,000 compounds, 0.78% hits; PfGluPho enzyme, NADPH resazurin-diaphorase fluorescence;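 active = inhibition reaching at least a set limit at 20 µM in the primary screen, cut at about 59% in these data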;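 note: 0% = DMSO wells with substrate and 100% = DMSO wells lacking glucose-6-phosphate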
SENP6 inh – SENP6 protease inhibitors, primary screen, biochemical, luminescence, uHTS; Sentrin-specific protease 6 (Homo sapiens), Q9GZR1; Recombinant SENP6 catalytic domain, aminoluciferin luminescence; inhibition, % at 10 µM; 330,000 compounds, 1.8% hits; AID 2599, 2010;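 active = inhibition above about 50% at the single tested dose, limit read from the data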;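 note: plate controls were DMSO wells with enzyme for no effect and DMSO wells lacking enzyme for full effect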
Target sequence (Q9GZR1 628-1112 limits assumed): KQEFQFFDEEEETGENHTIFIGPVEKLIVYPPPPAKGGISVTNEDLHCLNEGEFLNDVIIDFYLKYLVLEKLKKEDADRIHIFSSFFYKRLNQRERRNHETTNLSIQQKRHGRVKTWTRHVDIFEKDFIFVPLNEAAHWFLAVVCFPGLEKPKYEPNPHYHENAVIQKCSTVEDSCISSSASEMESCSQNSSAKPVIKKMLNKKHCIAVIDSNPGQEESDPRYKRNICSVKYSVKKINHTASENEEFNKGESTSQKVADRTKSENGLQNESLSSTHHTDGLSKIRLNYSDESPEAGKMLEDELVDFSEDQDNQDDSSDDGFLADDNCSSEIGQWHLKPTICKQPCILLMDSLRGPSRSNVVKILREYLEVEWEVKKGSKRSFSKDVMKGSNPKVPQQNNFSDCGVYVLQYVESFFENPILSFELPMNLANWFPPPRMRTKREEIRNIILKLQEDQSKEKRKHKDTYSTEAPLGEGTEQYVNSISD
MPTP block – mitochondrial permeability transition pore inhibitors, primary screen, biochemical, isolated mouse mitochondria, absorbance; Ca2+ swelling absorbance, 30 min; inhibition, % at 10 µM; 360,000 compounds, 1.4% hits; AID 602449, 2012;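 active = inhibition of 50% or more, scaled per plate between neutral and stimulator controls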;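 note: 0% = DMSO wells given calcium and 100% = 1 mM EGTA wells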
GRIN3A LBD mod – binders of NR3A ligand-binding domain, primary screen, biophysical, differential scanning fluorimetry, uHTS; Tm shift relative to glycine control, % at 25 µM; 340,000 compounds, 2.5% hits; AID 1259313, 2017; Glutamate receptor ionotropic, NMDA 3A (GRIN3A) ligand-binding domain; NR3A LBD differential scanning fluorimetry, Tm shift; 0% = protein alone, 100% = glycine-bound protein;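 active = melting temperature shift of at least 10% of the positive control shift, at one fixed dose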
hIAP activ – human IAP activators, primary screen, biochemical, luminescence, uHTS; purified human IAP, CDP-Star luminescence, 30 min; stronger effect = higher value; 1 = vehicle-only enzyme, 0 = enzyme-free background; activation factor at 10 µM; 330,000 compounds, 0.16% hits;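 active = activation factor of the enzyme at least 2-fold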; note: the source names both 10 and 20 µM as test concentration; values of inactives mirror those of a sister screen read the other way
SENP1 FRET inh – human SENP1 catalytic domain inhibitors, primary screen, biochemical, FRET, uHTS | Sentrin-specific protease 1 (Homo sapiens), Q9P0U3 | recombinant SENP1 catalytic domain, CyPet-SUMO1-YPet FRET cleavage | inhibition, % at 10 µM | 360,000 compounds, 0.21% hits | AID 624204, 2012;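 active = inhibition at least 30% at 10 µM, raw YFP signal under a set limit, fluorescence ratio 0.5 to 1.5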;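 note: 0% = enzyme with DMSO and 100% = no enzyme wells; some results filed as inactive read as strong as hits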
Target sequence (Q9P0U3 419-644 limits assumed): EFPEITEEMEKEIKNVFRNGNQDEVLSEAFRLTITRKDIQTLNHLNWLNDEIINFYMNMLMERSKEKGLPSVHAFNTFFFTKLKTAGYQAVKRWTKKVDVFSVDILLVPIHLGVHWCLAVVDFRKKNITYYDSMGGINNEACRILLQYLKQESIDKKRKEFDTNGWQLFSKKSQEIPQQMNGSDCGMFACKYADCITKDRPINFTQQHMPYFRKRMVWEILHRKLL
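Controls: no-enzyme wells low, DMSO-plus-enzyme wells high control. Test system: human recombinant His6-tagged SENP1 catalytic domain enzyme. Reagent: SFCypet-SUMO1-SFYpet FRET protein substrate, 25 nM final. Doses: one dose per compound, 10 µM, 0.5% DMSO. Detection: FRET, CFP and YFP emission. Timing: 50 min reaction at room temperature.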
Active calls of the source: *; nt = not tested or not shown.

SMILES	ATG4B inh	SENP8 block	PfGluPho inh	SENP6 inh	MPTP block	GRIN3A LBD mod	hIAP activ	SENP1 FRET inh
COC(=O)c1ccccc1NC(=O)Nc1nnc(N2CCCCC2C)s1 (stereo not drawn)	-8	-14	-3	-4	-0.3	0	0.94	2
O=C(NNc1c2ccccc2nc2ccccc12)c1ccccc1O	-28	-194	6	-2	87*	18*	0.88	-91
CC(C)(C)C(=O)Nc1ccc(S(=O)(=O)N2CCCC2)cc1	0	16	-25	6	-0.7	0	1.1	-2
O=C(CSc1nc2c(c(=O)[nH]1)CCCC2)Nc1ccc(Cl)cc1F	4	13	5	7	-2.0	0	0.91	1
CCOC(=O)C1CCN(C(=O)/C=C/c2ccccc2)CC1	-7	6	-5	-4	-0.3	-3	1	1
C[C@H](CO)N1C[C@H](C)[C@@H](CN(C)S(C)(=O)=O)Oc2ccc(NS(=O)(=O)c3ccccc3)cc2C1=O	-5	13	8	-3	-1.4	-2	0.83	0
Cc1cc(C)c(C)c(S(=O)(=O)NC(C)C(=O)O)c1C (stereo not drawn)	0	18	-3	-11	1.9	-1	1	0
c1ccc(Cc2ccc(OCCn3cncn3)cc2)cc1	-11	21	-11	-5	25	-1	1.1	-1
COc1cc2cc(C(=O)N/N=C/c3ccc(F)cc3)[nH]c2cc1OC	-2	-309	19	-43	1.4	13*	0.91	1
O=S(=O)(Nc1cccnc1)c1ccc(Cl)cc1	-4	9	-2	8	-0.8	0	1.1	3
Cn1c(CC(=O)NCCO)c(Sc2ccccc2)c2ccccc21	-7	3	15	0	0.1	0	0.93	-3
Cc1ccc(NC(=S)N/N=C/c2ccc(Cl)c([N+](=O)[O-])c2)cc1	-2	19	-5	-8	3.1	22*	0.91	1
CCOC(=O)N1CCN(c2nc(-c3cccs3)nc3ccccc23)CC1	4	-46	-5	18	-0.1	-1	1	-6
O=C(CNC(=O)c1ccccc1F)NCCc1ccc(Cl)cc1	7	0	-14	-2	-0.4	-1	1.1	1
Cc1ccc(C(=O)N2CCN(S(C)(=O)=O)C2)cc1	-9	14	6	3	-3.2	0	0.94	1
CN(C(=O)C1CCCCC1)C1CCS(=O)(=O)C1 (stereo not drawn)	4	1	-3	-1	0.1	nt	1.1	0
O=C(N1CCCC1)C12CC3CC(CC(Cl)(C3)C1)C2	-4	9	0	1	-0.1	0	0.89	0
COc1ccc(C(=O)N2CCN(C(C)=O)CC2)cc1S(=O)(=O)N1CCOCC1	-6	16	-13	10	-1.7	-1	1.1	-1
Cc1[nH]c(=O)[nH]c(=O)c1S(=O)(=O)Nc1ccc(S(N)(=O)=O)cc1	-3	30	-5	-8	-0.8	0	1.1	-1
COc1ccc(C2CC(c3cccs3)=NN2C(=O)CSc2nc3c(cnn3-c3ccccc3)c(=O)[nH]2)cc1 (stereo not drawn)	1	-402	-21	2	0.7	-27	1	-1
CC/C(=N/NC(=O)c1ccccc1)c1ccc(OCCN2CCOCC2)cc1	-4	15	4	-3	1.2	-3	0.99	0
NC(=O)c1ccsc1NC(=O)Cc1ccc([N+](=O)[O-])cc1	-4	4	2	1	1.2	-4	1.1	4
CCn1cc(CCC(=O)O)c(C)n1	-4	6	-24	10	0.8	-1	1.1	-3
CCOc1cc(C)nc(N2CCN(C3CCCCC3)CC2)n1	-1	19	-6	2	0.3	-4	1	1
CN(CC(=O)NCCc1ccc(S(N)(=O)=O)cc1)CC(=O)Nc1cccc(F)c1	-1	13	-4	-7	0.4	2	0.92	-2

Compound profiles, from the list above. Order of values: ATG4B inh, SENP8 block, PfGluPho inh, SENP6 inh, MPTP block, GRIN3A LBD mod, hIAP activ, SENP1 FRET inh
CCOC(=O)N1CCN(c2nc(-c3cccs3)nc3ccccc23)CC1 in the list: 4, -46, -5, 18, -0.1, -1, 1, -6
Cn1c(CC(=O)NCCO)c(Sc2ccccc2)c2ccccc21 in the list: -7, 3, 15, 0, 0.1, 0, 0.93, -3

An excerpt of these results, with values under each structure:
Below each compound: ATG4B inh, SENP8 block, PfGluPho inh, SENP6 inh, MPTP block, GRIN3A LBD mod, hIAP activ, SENP1 FRET inh
- Cn1c(CC(=O)NCCO)c(Sc2ccccc2)c2ccccc21
  -7, 3, 15, 0, 0.1, 0, 0.93, -3
- Cc1ccc(NC(=S)N/N=C/c2ccc(Cl)c([N+](=O)[O-])c2)cc1
  -2, 19, -5, -8, 3.1, 22*, 0.91, 1
- CCOC(=O)N1CCN(c2nc(-c3cccs3)nc3ccccc23)CC1
  4, -46, -5, 18, -0.1, -1, 1, -6
- O=C(CNC(=O)c1ccccc1F)NCCc1ccc(Cl)cc1
  7, 0, -14, -2, -0.4, -1, 1.1, 1
- Cc1ccc(C(=O)N2CCN(S(C)(=O)=O)C2)cc1
  -9, 14, 6, 3, -3.2, 0, 0.94, 1
- CN(C(=O)C1CCCCC1)C1CCS(=O)(=O)C1 (stereo not drawn)
  4, 1, -3, -1, 0.1, nt, 1.1, 0
- O=C(N1CCCC1)C12CC3CC(CC(Cl)(C3)C1)C2
  -4, 9, 0, 1, -0.1, 0, 0.89, 0
- COc1ccc(C(=O)N2CCN(C(C)=O)CC2)cc1S(=O)(=O)N1CCOCC1
  -6, 16, -13, 10, -1.7, -1, 1.1, -1
- Cc1[nH]c(=O)[nH]c(=O)c1S(=O)(=O)Nc1ccc(S(N)(=O)=O)cc1
  -3, 30, -5, -8, -0.8, 0, 1.1, -1
- COc1ccc(C2CC(c3cccs3)=NN2C(=O)CSc2nc3c(cnn3-c3ccccc3)c(=O)[nH]2)cc1 (stereo not drawn)
  1, -402, -21, 2, 0.7, -27, 1, -1
- CC/C(=N/NC(=O)c1ccccc1)c1ccc(OCCN2CCOCC2)cc1
  -4, 15, 4, -3, 1.2, -3, 0.99, 0
- NC(=O)c1ccsc1NC(=O)Cc1ccc([N+](=O)[O-])cc1
  -4, 4, 2, 1, 1.2, -4, 1.1, 4
- CCn1cc(CCC(=O)O)c(C)n1
  -4, 6, -24, 10, 0.8, -1, 1.1, -3
- CCOc1cc(C)nc(N2CCN(C3CCCCC3)CC2)n1
  -1, 19, -6, 2, 0.3, -4, 1, 1
- CN(CC(=O)NCCc1ccc(S(N)(=O)=O)cc1)CC(=O)Nc1cccc(F)c1
  -1, 13, -4, -7, 0.4, 2, 0.92, -2

Additional structures.
SMILES	ATG4B inh	SENP8 block	PfGluPho inh	SENP6 inh	MPTP block	GRIN3A LBD mod	hIAP activ	SENP1 FRET inh
Nc1ccccc1SC1CC(=O)N(c2ccc(Cl)c(Cl)c2)C1=O (stereo not drawn)	-4	12	6	3	2.3	9	1	2
CC(C)(C)NC(=O)C1CCN(C(=O)c2ccc(Br)cc2)CC1	-5	10	-8	-4	0.7	0	0.97	0
COC(=O)[C@]1(C)N[C@H](CN(C)C(=O)Nc2ccccc2)[C@@H]2C(=O)N(Cc3ccccc3)C(=O)[C@@H]21	2	7	-20	-11	-0.5	2	0.87	3
CCN(CC)C(=O)c1ccc2c3c(cccc13)C(=O)N(CCc1ccc(OC)c(OC)c1)C2=O	-5	18	26	-19	1.9	-4	0.89	1
CCOc1ccc(NC(=O)CCN2C(=O)c3ccccc3C2=O)cc1	-3	8	5	11	0.0	1	0.97	3
O=C(CS(=O)(=O)c1ccccc1)Nc1nnc(-c2cccs2)o1	-10	-2	3	-3	-0.9	0	0.88	2
CCn1cc(CN(C)C(=O)CSc2nc(-c3ccco3)cc(C(F)(F)F)n2)c(C)n1	-8	-15	0	3	-2.1	-2	1	-4
Cc1cc(Cl)ccc1C(=O)C1CCCN(C(=O)c2ccoc2)C1 (stereo not drawn)	-6	-2	-6	5	0.7	-3	0.92	4
NS(=O)(=O)c1cc2c(cc1Cl)NC(c1ccccc1OCC(=O)O)NS2(=O)=O (stereo not drawn)	5	4	-19	-7	-0.1	-3	0.87	1
C[C@@H]1CN([C@@H](C)CO)C(=O)c2cc(NC(=O)C3CC3)ccc2O[C@@H]1CN(C)Cc1ccc(Cl)c(Cl)c1	-4	-5	8	10	1.0	-7	0.9	-2
CCOC(=O)N1CCC(NC(=O)C(CC(C)C)NC(=O)C2CCCCC2)CC1 (stereo not drawn)	-16	2	6	-3	0.8	1	0.96	-1
COc1ccccc1N(CC(O)CN1C(C)CCCC1C)S(=O)(=O)c1ccccc1 (stereo not drawn)	-3	6	4	-8	-2.3	3	1.1	-1
Cc1ccc(S(=O)(=O)c2c(C)cc(C)[nH]c2=O)cc1	1	-15	5	-21	-0.3	-2	0.99	0
C/C(=N\OCC(=O)Nc1cc(C)cc(C)c1)c1ccc2c(c1)OCCO2	18	21	12	-4	-1.6	2	1	0
CN(C)/C=N/C(=S)Nc1ccc(Cl)cc1	-2	4	-1	7	2.2	-5	0.85	1
COc1ccccc1-n1c(CNC(=O)c2ccco2)nnc1SCC(=O)Nc1ccc(F)cc1	-12	20	10	-8	-1.1	3	0.76	0
Cc1cc2cc3c(cc2nc1SCC(=O)Nc1ccccc1)CCC3	-2	6	2	-2	3.1	0	0.82	0
Cc1oc(S(=O)(=O)N2CCCCC2)cc1NC(=O)Nc1ccc(F)cc1	-5	8	8	-11	77*	0	1.2	3
CCc1c(C(=O)N/N=C/c2ccc(OCc3ccc(F)cc3)c(OC)c2)nnn1-c1nonc1N	-2	-109	-3	5	2.4	-2	0.85	0
COc1ccccc1CCNC(=O)CNC(=O)c1ccc2ccccc2c1	-17	0	13	-8	1.3	-3	0.97	0
CCn1c(-c2cc3ccccc3cc2O)n[nH]c1=S	-2	-312	30	4	14	0	1.2	-7
CCCCNC(=O)C1CC(=O)N(CCc2ccccc2)C1 (stereo not drawn)	-9	17	0	-3	1.8	0	0.91	0
C[C@H](NC(=O)c1nc[nH]c1C(=O)NC1CCN(C(=O)OC(C)(C)C)CC1)C(=O)OC(C)(C)C	-2	10	4	-2	-2.3	-15	1.6	2
COc1ccccc1CNS(=O)(=O)c1c(C)nc2scc(C)n2c1=O	-5	-323	8	7	-0.9	-2	1.1	0
Cc1ccccc1C(NC(N)=O)c1ccccc1 (stereo not drawn)	2	5	4	1	-1.0	-1	0.86	2

(next part)
SMILES	ATG4B inh	SENP8 block	PfGluPho inh	SENP6 inh	MPTP block	GRIN3A LBD mod	hIAP activ	SENP1 FRET inh
Cc1ccc(-n2c(SCC(=O)Nc3nccs3)nc3c(c2=O)SCC3)cc1	30	2	41	-8	0.7	2	0.97	-1
Cc1ccccc1NS(=O)(=O)c1ccc(F)cc1	-5	-6	0	-1	-0.2	-2	1.1	0
COc1cc(C(=O)NCCc2cn3ccccc3n2)cc(OC)c1OC	1	-15	-15	6	-0.5	0	0.96	-3
COc1ccc(-c2csc(Nc3cc(C)ccn3)n2)cc1C	10	15	15	-7	-0.7	8	1.1	-9
CNC(=O)CSc1nnc(-c2ccccc2F)n1CCc1ccccc1	-9	12	-1	1	-0.8	0	1	2
Cc1cccc(OCCn2cnc(Cl)c2Cl)c1	-1	8	8	22	-0.4	0	0.88	1
Cc1ccc(C(C)(O)CS(=O)(=O)Cc2ccccc2Cl)cc1 (stereo not drawn)	6	12	-11	-10	-0.2	2	1.1	1
Cn1c(SSc2ccc(-c3cccnc3)n2C)ccc1-c1cccnc1	-11	18	32	nt	0.1	0	nt	2
COC(=O)C1=C(C(=O)OC)[C@@H]2N(C)c3ccccc3[C@@]23C[C@@H](C(=O)OC)N(C(C)=O)C3=N1	-12	6	3	4	0.0	0	0.97	2
CCOC(=O)N1CCC(NC(=O)C2CCCN(S(C)(=O)=O)C2)CC1 (stereo not drawn)	-15	18	-7	-4	-1.0	-2	0.99	1
Clc1ccc(C(c2ccccc2)N2CCNCC2)cc1 (stereo not drawn)	-5	16	-11	-4	80*	0	0.93	1
